Screening results as filed in PubChem.
Bcl-B displacement: displacers of TR3 peptide from Bcl-B, primary screen, selectivity assay for Bfl-1 inhibitor project, biochemical, fluorescence polarization; Bcl-2-like protein 10 (Homo sapiens); FP displacement of FITC-TR3 peptide from Bcl-B; higher % means a stronger effect; displacement, % at 20 µM; hits with a dose series show IC50 in µM; 0.11% of 96,000 active; AID 748, 2007;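 active means displacement above 50% at 20 µM plus a fluorescence interference ratio under 1.5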;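 further: plate controls were wells without compound for no effect and wells lacking Bcl-B protein for full effect; a part of the inactive calls stands beside numbers as strong as those of hits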
MRP resist rev: reversal of MRP1-mediated doxorubicin resistance, primary screen, H69AR cells, doxorubicin co-treatment; H69AR cells + 2 uM doxorubicin, CellTiter-Glo, 72 h; 0.04% of 85,000 active; differential viability (reversal), % at 10 µM;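 active means viability drop by adding the cancer drug above about 55%, with treated viability meeting a 40% cutoff, limit read from the data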;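 further: viability without doxorubicin minus viability with 2 µM doxorubicin for each compound; larger differential means the compound sensitizes cells more to doxorubicin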
IL1B NFkB inh: inhibitors of IL-1B driven NFkB p65 nuclear import, primary screen, imaging, HUVEC, IL-1B stimulus, high-content imaging; HUVEC IL-1B NFkB p65 nuclear translocation imaging; inhibition, % at 2 µM; 0.43% of 94,000 active; AID 796, 2007;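 active means inhibition above about 30% together with a positive call from visual inspection of the well image, limit read from the data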;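 further: nuclear over cytoplasmic p65 intensity ratio measured by imaging; 0% = IL-1B stimulated DMSO wells and 100% = unstimulated DMSO wells; values of inactives mirror those of a sister screen read the other way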
PLAP inhibition: PLAP enzyme inhibitors, biochemical, luminescence, HTS (AID 690). one-dose inhibition, % at 20 µM; IC50 in µM for titrated hits. purified PLAP, luminescent substrate; higher % means a stronger effect. 0.08% of 96,000 active; in the data active means a potency from the dose series; inactive means the rest, 99 in 100 with inhibition below about 30%; further: strong numbers were not always called active
NFkB transloc pot: enhancers of NFkB p65 translocation in HUVEC – imaging, IL-1B stimulus, high-content imaging, primary screen; HUVEC IL-1B NFkB p65 nuclear translocation imaging; activation, % at 2 µM; 0.3% of 94,000 active;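 active means activation above 40%, about the mean plus 3 SD, also judged a hit on visual image review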;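 further: percent activation is computed from the nuclear over cytoplasmic p65 intensity ratio; values of inactives mirror those of a sister screen read the other way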
MRP resist rev cytotoxicity: also measured in MRP resist rev; calls as there; viability, %; H69AR cells, CellTiter-Glo, 72 h; measured here: cytotoxicity without doxorubicin
MRP resist rev with doxorubicin: also measured in MRP resist rev; calls as there; viability, %; measured here: viability with 2 uM doxorubicin; hits give low values
IL1B NFkB inh cell count 2 µM: further read-out of IL1B NFkB inh, marked with its call; cell count; measured here: cells passing quality filter;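 raw number of nuclei counted in each imaged well without normalization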
NFkB transloc pot cell count 2 µM: also measured in NFkB transloc pot; calls as there; cell count; measured here: cells passing quality filter
Starred values were filed as active, the others as inactive; / = not tested or not shown.

No.	SMILES	Bcl-B displacement	MRP resist rev	MRP resist rev cytotoxicity	MRP resist rev with doxorubicin	IL1B NFkB inh
1	CCCCc1nc2ccccc2c(NC(=O)CNC(C)(C)C)c1CCC	-7.6%	-1.0	65.3	66.2	-21.6
2	COC(=O)C1C(c2ccc(Cl)cc2)NC(c2ccc(Cl)cc2)C(C(=O)OC)S1(=O)=O (configuration not stated)	1.8%	10.5	85.4	74.9	/
3	CCOc1ccccc1NC(=O)C1Cc2ccccc2CN1S(C)(=O)=O (configuration not stated)	-1.8%	/	/	/	17.3
4	COc1cc(C(=O)N(CCCO)Cc2cc3ccc(C)c(C)c3[nH]c2=O)cc(OC)c1OC	-2.8%	22.4	92.5	70.2	3.9
5	O=c1c2[nH]c3ccc(F)cc3c2ncn1CCCN1CCOCC1	-7.7%	0.2	83.3	83.1	-13.5
6	Cc1ccc(C)c(NC(=O)CCn2nc(C)cc2C)c1	-8.4%	2.1	94.2	92.1	/
7	CNC(=O)c1ccc(-c2sc3nc(N4CCOCC4)c4c(c3c2N)CC(C)(C)OC4)o1	-8.1%	-9.2	47.4	56.5	2.3
8	CCOC(=O)N1CCC(NC(=O)c2cc3c(C)nc4ccccc4c3o2)CC1	-2.6%	-8.6	57.5	66.0	0.3

No.	IL1B NFkB inh cell count 2 µM	PLAP inhibition	NFkB transloc pot	NFkB transloc pot cell count 2 µM
1	66	-20.2%	21.6	66
2	/	22.9%	/	/
3	105	10.0%	-17.3	105
4	103	-57.7%	-3.9	103
5	208	-7.9%	13.5	208
6	/	4.1%	/	/
7	170	-36.7%	-2.3	170
8	191	-57.3%	-0.3	191

Next records:
No.	SMILES	Bcl-B displacement	MRP resist rev	MRP resist rev cytotoxicity	MRP resist rev with doxorubicin	IL1B NFkB inh
9	CCn1c(SCc2nc(-c3ccccc3)no2)nc2ccccc21	14.8%	5.3	94.6	89.3	4.8
10	Cc1cccc(N2CCN(S(=O)(=O)c3cnc[nH]3)CC2)c1C	7.0%	15.6	90.7	75.1	6.9
11	O=C(c1cn(-c2ccccc2)nc1-c1cccnc1)N1CCCCC1	-2.2%	10.8	90.8	80.0	-38.8
12	O=C(Cn1cc2c(n1)CCCCC2)N1CCc2ccccc21	-5.4%	/	/	/	10.8
13	COC(=O)C1=C(C)N=C2SC(C)C(=O)N2C1/C=C/c1ccccc1OC (configuration not stated)	3.0%	/	/	/	-15.8
14	O=C1c2ccccc2C(=O)c2c1ccc1c(=O)n(C3CCCCC3)[nH]c21	/	-21.4	36.0	57.5	0.0
15	CC(=Nc1ccccc1)C1=C(O)CSC1=O	-3.2%	12.3	102.8	90.5	12.6
16	Cc1ccc(S(=O)(=O)N2C3C=CC(C3)C2C(=O)O)cc1 (configuration not stated)	-0.4%	1.4	91.2	89.8	-9.7

No.	IL1B NFkB inh cell count 2 µM	PLAP inhibition	NFkB transloc pot	NFkB transloc pot cell count 2 µM
9	163	-3.4%	-4.8	163
10	168	-78.8%	-6.9	168
11	123	-42.4%	38.8	123
12	42	23.4%	-10.8	42
13	106	-30.2%	15.8	106
14	136	/	0.0	136
15	160	13.9%	-12.6	160
16	64	0.6%	9.7	64

From no. 6 up to 16, copied from above:
No.	SMILES	Bcl-B displacement	MRP resist rev	MRP resist rev cytotoxicity	MRP resist rev with doxorubicin	IL1B NFkB inh
6	Cc1ccc(C)c(NC(=O)CCn2nc(C)cc2C)c1	-8.4%	2.1	94.2	92.1	/
7	CNC(=O)c1ccc(-c2sc3nc(N4CCOCC4)c4c(c3c2N)CC(C)(C)OC4)o1	-8.1%	-9.2	47.4	56.5	2.3
8	CCOC(=O)N1CCC(NC(=O)c2cc3c(C)nc4ccccc4c3o2)CC1	-2.6%	-8.6	57.5	66.0	0.3
9	CCn1c(SCc2nc(-c3ccccc3)no2)nc2ccccc21	14.8%	5.3	94.6	89.3	4.8
10	Cc1cccc(N2CCN(S(=O)(=O)c3cnc[nH]3)CC2)c1C	7.0%	15.6	90.7	75.1	6.9
11	O=C(c1cn(-c2ccccc2)nc1-c1cccnc1)N1CCCCC1	-2.2%	10.8	90.8	80.0	-38.8
12	O=C(Cn1cc2c(n1)CCCCC2)N1CCc2ccccc21	-5.4%	/	/	/	10.8
13	COC(=O)C1=C(C)N=C2SC(C)C(=O)N2C1/C=C/c1ccccc1OC (configuration not stated)	3.0%	/	/	/	-15.8
14	O=C1c2ccccc2C(=O)c2c1ccc1c(=O)n(C3CCCCC3)[nH]c21	/	-21.4	36.0	57.5	0.0
15	CC(=Nc1ccccc1)C1=C(O)CSC1=O	-3.2%	12.3	102.8	90.5	12.6

No.	IL1B NFkB inh cell count 2 µM	PLAP inhibition	NFkB transloc pot	NFkB transloc pot cell count 2 µM
6	/	4.1%	/	/
7	170	-36.7%	-2.3	170
8	191	-57.3%	-0.3	191
9	163	-3.4%	-4.8	163
10	168	-78.8%	-6.9	168
11	123	-42.4%	38.8	123
12	42	23.4%	-10.8	42
13	106	-30.2%	15.8	106
14	136	/	0.0	136
15	160	13.9%	-12.6	160

No.	SMILES	Bcl-B displacement	MRP resist rev	MRP resist rev cytotoxicity	MRP resist rev with doxorubicin	IL1B NFkB inh
16	Cc1ccc(S(=O)(=O)N2C3C=CC(C3)C2C(=O)O)cc1 (configuration not stated)	-0.4%	1.4	91.2	89.8	-9.7

No.	IL1B NFkB inh cell count 2 µM	PLAP inhibition	NFkB transloc pot	NFkB transloc pot cell count 2 µM
16	64	0.6%	9.7	64

Next part
No.	SMILES	Bcl-B displacement	MRP resist rev	MRP resist rev cytotoxicity	MRP resist rev with doxorubicin	IL1B NFkB inh
17	Cc1ccc(C(=O)Oc2oc(-c3ccco3)nc2C=Nc2ccc(Cl)cc2)cc1	-6.5%	-0.2	49.6	49.8	3.5
18	COc1ccc(CC(=O)N2CCc3ccccc32)cc1	/	18.6	91.5	73.0	-4.2
19	N#Cc1nc(-c2ccccc2F)oc1NCCN1CCOCC1	-5.3%	-3.2	91.9	95.2	-4.4
20	Cc1cc(C)n(-c2nnc3n2N=C(c2ccccc2)CS3)n1	-1.2%	-6.7	81.8	88.5	-1.5
21	COC(=O)c1ccc(C)c(NS(=O)(=O)c2ccc(NC(C)=O)cc2)c1	10.0%	-33.0	55.2	88.2	-6.1
22	Cc1noc(C)c1COC(=O)c1cc2c3ccccc3n(C)c2s1	-62.9%	-6.4	79.1	85.5	7.7
23	CN1C(=O)CC(Sc2ccccc2C(=O)O)C1=O (configuration not stated)	-4.2%	-9.2	85.2	94.3	11.6
24	CCOC(=O)CNC(=O)c1cc(-c2ccc3c(c2)OCCO3)oc1C	-4.6%	-11.2	75.0	86.2	5.2
25	COc1ccc(-c2noc(CCC(=O)Nc3nc4ccccc4s3)n2)cc1	2.5%	-8.4	91.8	100.3	0.2
26	C/C(=N\NC(=O)c1cccc(F)c1)c1ccc(Br)s1	2.1%	/	/	/	-21.0

No.	IL1B NFkB inh cell count 2 µM	PLAP inhibition	NFkB transloc pot	NFkB transloc pot cell count 2 µM
17	162	-4.6%	-3.5	162
18	125	/	4.2	125
19	172	-17.4%	4.4	172
20	162	-26.9%	1.5	162
21	141	-11.7%	6.0	141
22	210	-46.2%	-7.7	210
23	172	-12.3%	-11.6	172
24	103	6.5%	-5.2	103
25	48	-5.9%	-0.2	48
26	188	9.9%	21.0	188

An excerpt; count on the stated rates, not on these rows.
